M. tuberculosis HTS = M. tuberculosis growth inhibition, HTS (AID 449762); 330,000 tested, 0.59% active; M. tuberculosis H37Rv growth inhibition, 7H9 media; higher % means a stronger effect; inhibition, % at 25 µM; hits with a dose series show IC50 in µM; in the data active = a potency from the dose series; inconclusive = inhibition above about 70% without an active follow-up result;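 note: bacterial growth assessed after seven days of incubation; strong numbers were not always called active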
tuberculosis growth = growth inhibition of non-replicating M. tuberculosis (AID 488890). Mycobacterium tuberculosis non-replicating, growth inhibition; higher % means a stronger effect. inhibition, % at 25 µM, or IC50 in µM where a hit was titrated. 320,000 tested, 0.39% active; in the data active = a potency from the dose series; inconclusive = inhibition mostly from about 82% at the one dose, without a potency; inactive = the rest, 99 in 100 with inhibition below about 76%;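 note: plate controls were DMSO cells for no effect and high antibiotic wells for full effect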
inhibitors of VEEV = inhibitors of VEEV TC-83 cytopathic effect, confirmation, Vero cells (AID 588727); Vero cells, VEEV TC-83 cytopathic effect inhibition; higher % means a stronger effect; inhibition, % at 20 µM; hits with a dose series show IC50 in µM; 350,000 tested, 0.13% active; in the data active = a potency from the dose series; inconclusive = inhibition mostly from about 14% at the one dose, without a potency; inactive = the rest, 99 in 100 with inhibition below about 12%; note: strong numbers were not always called active
H1N1 NS1A inhibition = NS1A inhibition, H1N1 influenza, cell based functional assay (AID 504329); NS1A functional cell-based assay, percent inhibition; higher % means a stronger effect; inhibition, % at 12.5 µM, or IC50 in µM where a hit was titrated; 340,000 tested, 0.3% active; in the data active = a potency from the dose series; inconclusive = inhibition above about 27% without an active follow-up result; note: strong numbers were not always called active
Salmonella PhoP GFP = Inhibition of PhoP regulon, Salmonella typhi GFP reporter cells, confirmation, 4 h (AID 1850) | Salmonella Typhi PhoP-promoter GFP reporter, fluorescence, 4 h; higher % means a stronger effect | inhibition, % at 50 µM, or IC50 in µM where a hit was titrated | 310,000 tested, 0.33% active; in the data active = a potency from the dose series; inconclusive = inhibition mostly from about 25% at the one dose, without a potency; inactive = the rest, 99 in 100 with inhibition below about 19%;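 note: 0% = induced wells with vehicle and 100% = uninduced wells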
inhibitors of VEEV 10K pilot screen = also measured in inhibitors of VEEV; calls as there; inhibition, %; measured here: 10K pilot screen inhibition
* marks the source's active call; other numbers are inactive results; ? = inconclusive; nt = not tested or not shown; & = joins results of further samples. The order is random. About 1.5% of those tested had a hit in this group.

SMILES	M. tuberculosis HTS	tuberculosis growth	inhibitors of VEEV	H1N1 NS1A inhibition	Salmonella PhoP GFP	others
C=CCNC(=S)N/N=C/c1ccc(-c2ccc(Cl)cc2Cl)o1	?	51.0%	1.6%	-2.6%	-0.2%
Cc1cc(C(=O)N(C)CC(=O)Nc2ccc(F)c(F)c2F)no1	7.5%	15.6%	0.3%	-5.0%	6.8%
Cn1c(-n2c(-c3ccco3)nc3ccccc3c2=O)nc2ccccc21	20.1%	22.5%	5.8%	-19.2%	-6.7%
Cc1cc(NC(=O)CSc2nc3ccccc3n2CC(=O)N2CCC(C)CC2)no1	0.8%	0.0%	1.1%	-5.8%	3.8%
CC(C)(C)Cc1cc(N)on1	-7.0%	-10.7%	0.1%	-2.1%	-2.4%
Cc1ccc(C2(c3ccccc3)NC(=O)N(CC(=O)NC3CCS(=O)(=O)C3)C2=O)cc1C (centres undefined)	-3.6%	10.4%	1.6%	-5.5%	nt
Cc1ccccc1C(=O)Nc1ccnc(-c2ccncc2)n1	-4.6%	5.1%	2.6%	-6.9%	-1.2%
CSc1nc(-c2ccc(Cl)cc2Cl)[nH]c(=O)c1C#N	-18.0%	57.4%	0.9%	-2.4%	-12.7%
Cc1ccc[n+](CC(=O)c2ccc(-c3ccccc3)cc2)c1	0.9%	-1.9%	0.1%	7.9%	-2.5%
CC(=O)Nc1ccc(C(=O)OCC(=O)/C(C#N)=C(\C)N)cc1	-3.2%	6.8%	3.8%	12.4%	11.2%
O=C(NNC(=O)c1ccc(S(=O)(=O)N2CCOCC2)cc1)c1ccccc1	1.0%	1.7%	0.9%	5.6%	0.7%
COc1cc(C(=O)OC2CCOC2=O)c([N+](=O)[O-])cc1OC (centres undefined)	6.5%	-18.6%	3.0%	7.0%	8.4%
O=C1c2ccccc2C(=O)N1CCc1nc2ccccc2c(=O)n1-c1ccccn1	-3.2%	-8.1%	0.3%	-0.8%	-4.6%
CC(Sc1nnnn1C1CCCCC1)C(=O)O (centres undefined)	1.9%	-0.1%	1.7%	4.4%	1.2%
CC(C)c1ccc(NC2CCCN(C(=O)c3ccc(N4CCOCC4)cc3)C2)cc1 (centres undefined)	-3.6%	6.7%	4.9%	4.4%	-3.5%

The last 7 compounds of the part above open the next one:
SMILES	M. tuberculosis HTS	tuberculosis growth	inhibitors of VEEV	H1N1 NS1A inhibition	Salmonella PhoP GFP	others
Cc1ccc[n+](CC(=O)c2ccc(-c3ccccc3)cc2)c1	0.9%	-1.9%	0.1%	7.9%	-2.5%
CC(=O)Nc1ccc(C(=O)OCC(=O)/C(C#N)=C(\C)N)cc1	-3.2%	6.8%	3.8%	12.4%	11.2%
O=C(NNC(=O)c1ccc(S(=O)(=O)N2CCOCC2)cc1)c1ccccc1	1.0%	1.7%	0.9%	5.6%	0.7%
COc1cc(C(=O)OC2CCOC2=O)c([N+](=O)[O-])cc1OC (centres undefined)	6.5%	-18.6%	3.0%	7.0%	8.4%
O=C1c2ccccc2C(=O)N1CCc1nc2ccccc2c(=O)n1-c1ccccn1	-3.2%	-8.1%	0.3%	-0.8%	-4.6%
CC(Sc1nnnn1C1CCCCC1)C(=O)O (centres undefined)	1.9%	-0.1%	1.7%	4.4%	1.2%
CC(C)c1ccc(NC2CCCN(C(=O)c3ccc(N4CCOCC4)cc3)C2)cc1 (centres undefined)	-3.6%	6.7%	4.9%	4.4%	-3.5%
Cc1ccc(-n2c(SCC(=O)N/N=C/c3c(C)nn(-c4ccccc4)c3C)nc3ccccc3c2=O)cc1	12.0%	-21.7%	3.7%	-0.3%	-3.0%
COc1ccccc1CNC(=S)NC1CCCC1	5.5%	?	1.5%	16.9%	-7.4%
O=C(CN(Cc1ccc(F)cc1)C(=O)CNS(=O)(=O)c1ccccc1)NCc1ccco1	1.8%	-3.4%	0.1%	9.7%	7.5%
O=C(c1ccco1)N1CCN(C(c2ccccc2Cl)c2nnnn2CC2CCCO2)CC1 (centres undefined)	-6.2%	9.9%	1.9%	-7.8%	-2.8%&-8.6%
COc1cc(/C=N/NC(=O)COc2ccc(Cl)cc2)ccc1OS(=O)(=O)c1ccc(C)cc1	-0.7%	21.8%	3.4%	0.4%	-8.9%	inhibitors of VEEV 10K pilot screen=2.9
Cc1c(NC(=O)Nc2ccccc2Cl)sc(=S)n1C	-0.5%	12.1%	1.3%	1.9%	-3.7%
CCC(Cc1ccccc1)NC(=O)Cn1ncc2ccsc2c1=O (centres undefined)	7.0%	?	0.3%	1.7%	-7.5%
CCOc1cc(N2CCOCC2)c(OCC)cc1NC(=O)c1cnccn1	0.8%	-6.6%	nt	nt	nt
COc1ccccc1CC(=O)NCC(c1ccco1)N1CCCCC1 (centres undefined)	4.0%	35.4%	0.2%	11.5%	-16.1%
Cc1onc(-c2ccccc2Cl)c1C(=O)NC(=S)NCC(=O)c1ccccc1	-0.1%	-2.8%	0.3%	2.1%	-2.2%	inhibitors of VEEV 10K pilot screen=1.4
CCC(C)N(C(=O)CSc1nc(C)nc2ccccc12)C1CCS(=O)(=O)C1 (centres undefined)	5.8%	-1.4%	2.7%	-15.1%	nt
COc1cccc(CNC(=O)C2CCC(=O)N(CCc3cccc(F)c3)C2)c1 (centres undefined)	-9.2%	-1.1%	1.4%	-8.4%	-7.0%
